Compound activity from PubChem.
SW480 rereplic: A quantitative high throughput screen for small molecules that induce DNA re-replication in SW480 colon adenocarcinoma cells | SW480 DNA re-replication, Hoechst DNA content imaging, 48 h | 340,000 tested, 1.8% active | Potency, µM (series often up to 46.1 µM), for inactives: at the highest dose re-replication activation, actives largely listed as activators; also: % of control where 0% means no effect; nearly all actives have a fitted effect of over 55% in size
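250 cells/well; 23 nL cpd via pin tool; 48 hr, 37 C, 5% CO2; Hoechst 40 min; imager read of total nuclear intensity, ex 405/em 500-530 nm.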
KB-V1 MDR tox: qHTS assay for MDR1-selective chemotherapeutics: Primary screen using the drug-selected MDR subline cells KB-V1; Potency, µM (doses to about 46.1 µM), without a hit: at the top dose activity change, negative = cytotoxicity, most hits filed as cytotoxic; 400,000 tested, 3.4% active; KB-V1 MDR cells viability, CellTiter-Glo, 72 h; also: % is scaled to controls: 0 for no effect and ±100 for the full control effect; nearly all actives have a fitted effect of over 60% in size
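Compound-treated KB-V1 multidrug-resistant cells, 72 h, 37 degrees C; viability by CellTiter-Glo. Fitted qHTS curves give the values.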
HT1080 IDH1KD tx: qHTS for induction of synthetic lethality in tumor cells producing 2HG: qHTS for the HT-1080-IDH1KD cell line; Potency, µM (series often up to 46.1 µM), inactives show top-dose activity, negative = toxicity, hits mostly cytotoxic; HT-1080 IDH1 knockdown viability, ATP luminescence, 48 h; 360,000 tested, 2% active;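 also: 0% = DMSO wells and -100% = cell-free medium wells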
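After a 2 h attachment period, IDH1KD HT-1080 cells took pin-transferred compound for 48 h at 37 °C; ATP-based luminescence after 10 min room-temperature reagent incubation reported viability.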
GLP1R inv ag: qHTS of GLP-1 Receptor Inverse Agonists (Inhibition Mode); Glucagon-like peptide 1 receptor (Homo sapiens), P43220; HEK293 GLP-1R CRE-luciferase, luminescence, 24 h; GLP-1R form is constitutively active; 410,000 tested, 1.6% active; Potency, µM (highest dose often 38.3 µM), for inactives: at the top dose activity change, negative = inhibition, most hits filed as inhibitors; also: % is scaled to controls: 0 for no effect and ±100 for the full control effect; nearly all actives have a fitted effect of over 55% in size
Target sequence (P43220 whole entry, looked up): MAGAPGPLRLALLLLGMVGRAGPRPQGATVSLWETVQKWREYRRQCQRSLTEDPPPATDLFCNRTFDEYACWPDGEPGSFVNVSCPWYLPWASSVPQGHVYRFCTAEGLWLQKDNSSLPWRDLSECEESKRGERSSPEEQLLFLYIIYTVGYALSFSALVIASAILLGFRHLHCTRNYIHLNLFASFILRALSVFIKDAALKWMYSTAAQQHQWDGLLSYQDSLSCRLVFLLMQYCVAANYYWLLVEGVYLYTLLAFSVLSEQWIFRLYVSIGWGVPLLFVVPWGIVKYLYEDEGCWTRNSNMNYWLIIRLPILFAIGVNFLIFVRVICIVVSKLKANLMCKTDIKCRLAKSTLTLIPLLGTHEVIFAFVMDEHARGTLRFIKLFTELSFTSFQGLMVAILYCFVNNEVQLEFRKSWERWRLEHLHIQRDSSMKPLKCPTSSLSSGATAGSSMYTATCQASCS
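Assay principle: reduced luminescence from a cAMP-responsive reporter in HEK293 cells co-expressing a constitutively active GLP-1R. Conditions: 24 hr compound incubation, 37 deg C, 5% CO2.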
GLP1R ag: qHTS of GLP-1 Receptor Agonists. Glucagon-like peptide 1 receptor (Homo sapiens), P43220. HEK293 GLP-1R CRE-luciferase, luminescence, 4-6 h; cells express a hypersensitive GLP-1R form. Potency, µM (top dose mostly 45.6 µM), for inactives: top-dose activation, hits mostly activators. 380,000 tested, 0.007% active. AID 624172, 2012; also: % of control where 0% means no effect
HT1080NT lethal: qHTS for induction of synthetic lethality in tumor cells producing 2HG: qHTS for the HT-1080-NT fibrosarcoma cell line | HT-1080-NT fibrosarcoma viability, CellTiter-Glo ATP luminescence, 48 h | Potency, µM (highest dose often 46.1 µM), without a hit: at the highest dose activity, negative = less viability, usual class: cytotoxic | 360,000 tested, 1.6% active | AID 686970, 2013;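 also: NT is the 2HG producing partner of a matched IDH1 knockdown line; 0% = DMSO-treated cells and -100% = media-only wells without cells; nearly all actives have a fitted effect of over 55% in size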
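HT-1080-NT fibrosarcoma cells (2HG-overproducing), 750 cells/well in RPMI with 5% FBS, dosed after 2 h and incubated 48 h at 37C. CellTiter-Glo luminescence normalized to DMSO and no-cell wells; concentration-response curves fitted and classed.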
TDP-43 yeast inh: qHTS of TDP-43 Inhibitors; TDP-43 expressing yeast growth rescue, BacTiter-Glo, 24 h; Potency, µM (highest dose often 46.1 µM), for the others: top-dose growth rescue (activation), most hits filed as activators; 410,000 tested, 1.8% active; AID 652104, 2013; also: % of control where 0% means no effect; nearly all actives have a fitted effect of over 50% in size
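Yeast expressing TDP-43 (pregrown in raffinose, seeded at OD600=0.02 in galactose medium) exposed to compounds 24 hr at 30 deg C. Growth read by BacTiter-Glo luminescence; rescue of toxicity appears as increased signal.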
KB-3-1 tox: qHTS assay for MDR1-selective chemotherapeutics: Primary screen using the parental adenocarcinoma cell KB-3-1 | KB-3-1 viability, CellTiter-Glo ATP luminescence, 72 h | Potency, µM (series often up to 46.1 µM), for the others: at the top dose activity change, negative = cytotoxic, actives largely listed as cytotoxic | 400,000 tested, 1.4% active; also: % is scaled to controls: 0 for no effect and ±100 for the full control effect; nearly all actives have a fitted effect of over 60% in size
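Screening of KB-3-1 cells (DMEM, 10% FBS, phenol-red free) ran from lowest to highest compound concentration; after 72 h at 37 °C viability was read luminescently and curves fitted.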
HEK293 tox: qHTS of GLP-1 Receptor Inverse Agonists: Cytotox Screen; HEK293 cAMP-luciferase reporter cells, luminescence, 24 h; Potency, µM (highest dose often 38.3 µM), for inactives: at the highest dose activity change, negative = inhibition, usual class: inhibitors; 410,000 tested, 0.13% active; AID 624418, 2012;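 also: loss of luciferase light is scored as toxicity; % is scaled to controls: 0 for no effect and ±100 for the full control effect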
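Quantitative HTS format, 1536 wells, 200 cells/uL seeded. Compounds: 23 nL, 24 h, 37 °C. Detection: luciferase reagent, luminescence at 12 min RT; decreased signal taken as cytotoxic.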
An asterisk follows results filed as active; ? = inconclusive; / = no result given; & = joins results of further samples; [ ] = remark or other dose. Calls follow the shape of the dose curve; as a rule, active = well fitted curve in the direction sought with a large enough effect; inconclusive = small, poorly fitted or top-dose-only effect, or another doubt; inactive = no such curve, though single readings can be large; an effect the other way counts as inactive or inconclusive. Potency is read from the fitted curve at half-maximal effect. Hits appear at their usual frequency. Share with any hit: about 9.4%.

SMILES | SW480 rereplic | KB-V1 MDR tox | HT1080 IDH1KD tx | GLP1R inv ag | GLP1R ag | HT1080NT lethal | TDP-43 yeast inh | KB-3-1 tox | HEK293 tox
O=C(CCSc1nnc2ccc3ccccc3n12)Nc1ccc(F)cc1 | 11% | 0% | ? | -1% | -3% | ? | -15% | 0% | -3%
Cn1c(COc2ccc(F)cc2)nc2ccccc21 | -10% | ? | -3% | 26% | -8% | -3% | -5% | 21% | -1%
COc1ccc(N=Nc2c(C)[nH][nH]c2=O)cc1 | 0% | 23µM* | -10% | 30% | ? | -3% | 0% | ? | ?
Cc1ncc([N+](=O)[O-])n1CC(=O)Nc1cc(Cl)ccc1Cl | 1% | 5% | 11% | 28% | 1% | 0% | 4% | -19% | 1%
O=c1cc(-c2ccco2)oc2ccccc12 | 1% | 7% | 10% | 49%[activator] | 7% | 16% | -16% | 7% | -9%
O=C(Oc1ccc(=O)n(-c2ccccc2)n1)c1ccc(Cl)cc1 | -1% | 0% | 14% | 4% | 2% | 8% | ? | 5% | -6%
COc1cccc(C(=O)Nc2nnc(S(=O)(=O)N3CCOCC3)s2)c1 | ? | 19%&9% | 10% | 16%&-1% | 0% | -14% | 21%&9% | 19%&-9% | -1%&0%
CN(C)CCOc1ccc2c(c1)Sc1ccccc1CC2=O | -2% | 5% | 0% | 14% | -3% | -5% | ? | 0% | 44%[activator]
COC(=O)c1cc(=O)n2c(-c3ccc(OC)cc3)csc2n1 | -1% | 16% | 13% | 7% | -2% | 12% | -7% | 4% | -4%
O=C(COC(=O)c1ccccn1)NNC(=O)c1ccc([N+](=O)[O-])cc1 | -7% | 11% | 7% | -8% | 5% | 4% | -16% | 2% | -15%
CCCCc1cc2c(cc1NC(=O)CN1CCCCC1)OCCO2 | 4% | -5% | -5% | ? | ? | -6% | -7% | -5% | 0%
COC(=O)C1=C(C)N(Cc2ccccc2)C(=NCCCCO)N[C@H]1CCc1ccccc1 | 1% | 7% | -5% | ? | -2% | -9% | -3% | 1% | 0%
NC(=O)C1=C[C@H](c2ccc(C(F)(F)F)cc2)C[C@H](OCc2ccc(CO)cc2)O1 | 4% | 14% | 6% | -15% | -1% | 3% | 0% | 0% | -6%
Cc1cc(Nc2ccccc2)cc(=O)n1C | 1% | -26% | 7% | 8% | 6% | 5% | 17% | 2% | 0%
CCOC(=O)c1[nH]c(=O)[nH]c1CSCCO | -5% | 0% | 3% | -14% | -11% | -5% | -9% | 0% | -5%
O=C1CCCCN1CC(=O)N1CCCC(Nc2ccc(F)cc2)C1 (stereo not given) | -7% | ? | 15% | 2% | 8% | -2% | -2% | 13% | 5%
CCN(CC)S(=O)(=O)c1ccc(-c2nnc(SCC(=O)Nc3ccc(OC)c(OC)c3)o2)cc1 | -22% | 5% | 5% | 0% | -10% | -2% | 0% | 18% | -3%
CCOC(=O)c1oc2ccc(Br)cc2c1COC(=O)C1=COCCO1 | -54%[inhibitor] | 1% | 5% | ? | 16% | 0% | -15% | -4% | -8%
Cn1c(=O)[nH]c2ccc([N+](=O)[O-])nc21 | -5% | -5% | 15% | 2% | 1% | 13% | -3% | 16% | 0%
COc1ccc(NC(=O)c2ccc(CN3CCc4ccccc4C3)cc2)c(OC)c1 | -8% | 0% | 8% | ? | -6% | 2% | 3% | -1% | -3%
O=C1NC(=S)NC1=Cc1ccc(O)cc1 | -20% | -3% | 5% | 28% | 5% | 11% | -11% | 1% | -24%
Cn1c(SC2CCCCC2=O)nnc1-c1ccccc1F (stereo not given) | 0% | -24% | -2% | -13% | 0% | 5% | 21% | -1% | -10%
COc1ccc(NC(=O)CSc2nnc(-c3ccc(C)cc3)n2N)cc1 | -14% | -14% | -4% | 5% | -23% | -16% | -2% | 3% | 4%
CCOC(=O)c1ccccc1NC(=O)CSc1nc2ccccc2c(=O)[nH]1 | -1% | ? | -3% | 29% | 8% | -5% | -5% | 3% | 9%
CC(C)CCn1c(=O)c2cccnc2n(CC(=O)Nc2ccccc2F)c1=O | / | 0% | / | -8% | / | / | -22% | 9% | -9%
CC(=O)c1ccccc1NS(C)(=O)=O | -4% | 9% | 0% | 14% | 12% | 6% | -14%[0.397 µM] | 0% | 0%
Cc1ccccc1CSc1nc(C(C)(C)C)cc(=O)[nH]1 | -1% | 13% | 7% | 11% | 8% | 7% | -10%[9.22 µM] | -4% | -6%
O=[N+]([O-])c1ccc(NCCNc2ccc(Cl)nn2)cc1 | -18% | 12% | 3% | 0% | -6% | -5% | 23% | ? | -26%
Cn1c(=O)[nH]c(=O)c2c1nc(N(CCO)Cc1ccccc1)n2Cc1ccccc1Cl | 1% | 5% | 0% | 0% | 22% | 7% | -6% | 7% | -27%
N#Cc1c(-c2ccc(F)cc2)cc(C2CC2)nc1SCC(=O)c1cccs1 | 12µM* | ? | -3% | -19% | 0% | 2% | 8% | -24% | 155%[activator]
O=C(O)CNC(=O)c1cccc(C(F)(F)F)c1 | 12% | -31% | -5% | 1% | -1% | 1% | 3% | -17% | 4%
COc1ccc(CC(=O)NNC(=O)c2nn(Cc3ccccc3)c(=O)c3ccccc23)cc1OC | -4% | -19% | -6% | 18% | 2% | -27% | 5% | -2% | -40%
O=[N+]([O-])c1ccc(Sc2ccccc2)nc1 | 0% | 2% | 1% | -14% | 5% | -5% | 8% | -21% | 12%
O=C(COC(=O)CSc1ccc(F)cc1)NC1CC1 | / | -6% | 5% | 9% | -7% | 2% | 8% | 2% | 0%
CC(=O)Oc1ccc(N(C(C)=O)S(=O)(=O)c2ccc(Cl)cc2)c2ccccc12 | 15% | ? | ? | 40%[activator] | -6% | ? | 8% | -1% | -21%
Cc1cc(C)nc(/N=C2\NC(=O)CC3C(=O)NCCN23)n1 (stereo not given) | 0% | 14% | 10% | 7% | -13% | 8% | 0% | 1% | -11%
O=C(O)c1ccccc1C(=O)NCC(O)COCC1CC=CCC1 (stereo not given) | 5% | 8% | 3% | 0% | -1% | 3% | -10% | 0% | -21%
CCOCCCNC(=O)CCc1nnc2n(CCC(C)C)c(=O)c3ccccc3n12 | 2% | -6% | 9% | 6% | 6% | -3% | -5% | 6% | -9%
COc1cc(NS(=O)(=O)c2ccc3[nH]c(=O)oc3c2)cc(OC)c1 | -1% | 1% | -10% | -7% | -1% | -1% | -20%[9.22 µM] | 1% | -5%
O=C(OCc1cc(=O)n2c(n1)sc1ccccc12)c1cccc(O)c1 | 3% | -20% | 0% | 55%[activator] | 0% | 7% | 9% | ? | 8%

Gathered by group, the compounds so far with a Cl atom.
SMILES | SW480 rereplic | KB-V1 MDR tox | HT1080 IDH1KD tx | GLP1R inv ag | GLP1R ag | HT1080NT lethal | TDP-43 yeast inh | KB-3-1 tox | HEK293 tox
Cc1ncc([N+](=O)[O-])n1CC(=O)Nc1cc(Cl)ccc1Cl | 1% | 5% | 11% | 28% | 1% | 0% | 4% | -19% | 1%
O=C(Oc1ccc(=O)n(-c2ccccc2)n1)c1ccc(Cl)cc1 | -1% | 0% | 14% | 4% | 2% | 8% | ? | 5% | -6%
O=[N+]([O-])c1ccc(NCCNc2ccc(Cl)nn2)cc1 | -18% | 12% | 3% | 0% | -6% | -5% | 23% | ? | -26%
Cn1c(=O)[nH]c(=O)c2c1nc(N(CCO)Cc1ccccc1)n2Cc1ccccc1Cl | 1% | 5% | 0% | 0% | 22% | 7% | -6% | 7% | -27%
CC(=O)Oc1ccc(N(C(C)=O)S(=O)(=O)c2ccc(Cl)cc2)c2ccccc12 | 15% | ? | ? | 40%[activator] | -6% | ? | 8% | -1% | -21%

(further entries)
SMILES | SW480 rereplic | KB-V1 MDR tox | HT1080 IDH1KD tx | GLP1R inv ag | GLP1R ag | HT1080NT lethal | TDP-43 yeast inh | KB-3-1 tox | HEK293 tox
CCOc1ccccc1OCCCNCc1ccco1 | 2% | -8% | 4% | -22% | -1% | 4% | 7% | -1% | 10%
O=C(NC1CCCC1)C(c1ccccn1)N(C(=O)c1csnn1)c1ccccc1Cl (stereo not given) | 2% | 6% | 0% | -5% | 7% | 7% | 1% | 3% | -4%
CN(CC(=O)Nc1cccc(F)c1)C(=O)c1cccc(S(=O)(=O)N2CCN(c3ccccc3)CC2)c1 | 8% | ? | -6% | ? | -3% | -6% | 11% | ? | -6%
CC(C)NC(=O)COC(=O)c1ccccc1Oc1ccccc1 | -10% | 6% | -1% | -29% | 17% | 0% | -3% | 5% | -15%
COCCNC(=O)c1ccc2c(c1)S(=O)(=O)c1ccccc1C2=O | -7% | 7% | 0% | 10% | 16% | 25% | 30% | 14% | -22%
COc1ccc(NC(=O)CC2C(=O)NCCN2C(=O)c2ccc(Cl)cc2)cc1 (stereo not given) | -13% | 14% | 6% | 10% | -5% | 0% | 9% | 1% | 1%
Cc1ccc(S(=O)(=O)NCc2cn3c(C)csc3n2)cc1 | -6% | -2% | 13% | 3% | 11% | 17% | 1% | -2% | -8%
CCOC(=O)N1CCN(Cc2nc(N)nc(Nc3ccccc3C)n2)CC1 | -2% | 0% | -6% | -4% | 0% | 13% | -19% | 5% | 1%
Cc1ccc(NC(=O)CCCCCN2C(=O)[C@@H]3Cc4ccccc4CN3C2=O)c(C)c1 | ? | -9% | 12% | ? | -1% | 19% | 11% | -5% | -22%
COc1ccc(N(C(=O)Cc2cccs2)C(C(=O)NC2CCCC2)c2ccncc2)cc1 (stereo not given) | -2% | ? | -1% | 19% | 5% | 5% | 4% | 5% | 4%
OC1C2(Cc3ccccc3)CN3CCN(C2)CC1(Cc1ccccc1)C3 (stereo not given) | -1% | -8% | 5% | 1% | -6% | -3% | 3% | -8% | -12%
O=c1c2ccccc2ncn1CCCOc1ccccc1[N+](=O)[O-] | -5% | -7% | 12% | 0% | 9% | 8% | 15% | 3% | -30%
